High-throughput results (PubChem BioAssay)
PTHR1 ag: activates the human parathyroid hormone receptor PTHR1; hit rate 0.075% among 410,000; HEK293 GP2 PTHR1 cells, GloSensor cAMP luminescence, 1 h; Potency, µM (highest dose often 115 µM), for the others: at the highest dose activation, actives largely listed as activators; Q03431; AID 743266; also: potency is read from the fitted curve at half-maximal effect; nearly all actives have a fitted effect of over 55% in size; some results filed as inactive show a strong effect at the top dose; inactives centre near -15; many of its hits are not listed in these tables
Target sequence (Q03431 whole entry, looked up): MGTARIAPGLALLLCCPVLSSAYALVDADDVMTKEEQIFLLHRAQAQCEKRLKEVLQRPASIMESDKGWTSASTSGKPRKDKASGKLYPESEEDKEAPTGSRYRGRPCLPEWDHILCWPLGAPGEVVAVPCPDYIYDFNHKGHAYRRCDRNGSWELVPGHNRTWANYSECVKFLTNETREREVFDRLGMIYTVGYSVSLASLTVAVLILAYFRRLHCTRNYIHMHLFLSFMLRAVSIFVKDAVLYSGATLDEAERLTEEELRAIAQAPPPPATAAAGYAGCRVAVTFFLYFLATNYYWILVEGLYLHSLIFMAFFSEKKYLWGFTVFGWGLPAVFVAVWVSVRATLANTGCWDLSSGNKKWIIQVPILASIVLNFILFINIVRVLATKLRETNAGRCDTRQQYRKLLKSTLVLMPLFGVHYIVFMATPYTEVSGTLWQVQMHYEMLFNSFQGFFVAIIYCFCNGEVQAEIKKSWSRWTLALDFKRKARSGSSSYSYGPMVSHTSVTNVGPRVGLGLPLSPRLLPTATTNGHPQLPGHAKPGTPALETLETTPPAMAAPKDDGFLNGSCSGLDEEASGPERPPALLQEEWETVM
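HEK-293-derived GP2 cells expressing PTHR1 and a GloSensor cAMP reporter, 3,000/well, plated overnight, given luciferin plus IBMX (each 0.5 mM as added) for 1 h at 37 °C, then compound for 1 h at 37 °C. Luminescence was read after 15 min at room temperature.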
Akt phos inh: inhibitors of Akt phosphorylation; AID 651550; activity change, % for hits at 50 µM; Neuro2A IGF-stimulated pAkt S473 HTRF, 20 min; stronger effect = lower value; hit rate 0.32% among 360,000; in the data active = activity change below about -80%; inconclusive = mostly about -51% to -80%; also: % is scaled to controls: 0 for no effect and ±100 for the full control effect
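Single-point screen (50 µM final compound) in Neuro2A cells stimulated 20 min with 6 nM IGF at 37 deg C. After lysis, Ser473-phosphorylated Akt read by HTRF (ex 330 nm, em 615/665 nm) as the 665/615 ratio.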
EPAC2 antagonist: blocks human EPAC2 exchange factor; hit rate 0.18% among 360,000; Potency, µM (series often up to 114 µM), inactives show at the highest dose activity, negative = inhibition, actives largely listed as inhibitors; EPAC2 GEF exchange of Rap1B-BODIPY-GDP, fluorescence; Q8WZA2; also: potency is read from the fitted curve at half-maximal effect; % is scaled to controls: 0 for no effect and ±100 for the full control effect; nearly all actives have a fitted effect of over 45% in size; many of its hits are not listed in these tables
DRD3 antagonist: antagonists of human D3 dopamine receptor. P35462. D3R cells, DiscoveRx beta-arrestin luminescence, antagonist mode; stronger effect = lower value. max response, negative = inhibition, %. hit rate 2.5% among 360,000; in the data active = max response below about -50%; inconclusive = no clear call, values can overlap the other calls; also: % is scaled to controls: 0 for no effect and ±100 for the full control effect; mostly tested at two doses, the higher about 12 µM
Target sequence (P35462 whole entry, looked up): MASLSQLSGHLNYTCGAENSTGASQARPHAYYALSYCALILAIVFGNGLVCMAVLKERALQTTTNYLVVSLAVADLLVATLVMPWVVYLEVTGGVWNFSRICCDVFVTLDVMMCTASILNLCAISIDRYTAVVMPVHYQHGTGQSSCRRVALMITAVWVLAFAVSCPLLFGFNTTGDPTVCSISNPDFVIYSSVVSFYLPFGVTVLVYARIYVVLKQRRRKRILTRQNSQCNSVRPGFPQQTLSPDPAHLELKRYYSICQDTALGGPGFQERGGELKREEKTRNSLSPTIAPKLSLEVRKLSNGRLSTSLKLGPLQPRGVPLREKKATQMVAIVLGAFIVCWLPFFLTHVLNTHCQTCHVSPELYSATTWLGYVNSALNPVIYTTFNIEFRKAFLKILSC
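Cells plated overnight at 1500 cells/well, then exposed to library compounds with dopamine controls for 90 minutes at 37 degrees C. DiscoveRx reagent added for 30–60 minutes at room temperature; luminescence read, quantitative HTS format.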
D3 ag: D3 dopamine receptor (human) agonism; P35462; D3R DiscoveRx beta-arrestin cells, luminescence, 90 min; max activation, %; hit rate 0.58% among 410,000; in the data active = max activation above about 30%; also: 0% is about no effect; mostly tested at two doses, the higher about 12 µM
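Agonist-mode cell screen: cells plated at 1500/well and incubated overnight at 37 °C, then exposed to library compounds for 90 min at 37 °C. Detection reagent was added for 30–60 min at room temperature, and luminescence was read.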
CCT chaperon mod: changes cytosolic chaperonin activity; purified chaperonin ATPase assay, HTRF ADP detection, 30 min; activity change, % (no concentration beside the values), hits read low; hit rate 0.3% among 360,000; AID 651819; in the data active = activity change below about -30%; also: % is scaled to controls: 0 for no effect and ±100 for the full control effect
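Enzyme 40 or 20 nM (batch-dependent) in Tris pH 7.4/KCl/MgCl2/DTT; cpd 76 uM single point; ATP 10 uM; 30 min 37 °C; Transcreener ADP HTRF detection, 30 min RT; ratio 665/615.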
EPAC2 agonist: agonists of human EPAC2 (RAPGEF4). Q8WZA2. EPAC2 activation, biochemical qHTS; response scale: 100% = 6.5 mM cAMP response. Potency, µM (doses to about 154 µM), inactives show top-dose activation, hits mostly activators. hit rate 0.079% among 360,000. AID 720711; also: potency is read from the fitted curve at half-maximal effect; nearly all actives have a fitted effect of over 50% in size
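Compounds were added across a concentration range to EPAC2 (100 nM), RAP1B-BODIPY-GDP (250 nM) and GDP (50 uM). After 5 min at room temperature, fluorescence was recorded at 5-min intervals for 30 min.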
Mm-Cpn inhibitor: blocks the Methanococcus maripaludis chaperonin Mm-Cpn; purified Mm-Cpn ATPase, ADP Transcreener TR-FRET; Potency, µM (top dose mostly 76.9 µM), for inactives: at the top dose activity, negative = inhibition, usual class: inhibitors; hit rate 0.031% among 330,000; AID 504842; also: potency is read from the fitted curve at half-maximal effect; % is scaled to controls: 0 for no effect and ±100 for the full control effect; nearly all actives have a fitted effect of over 80% in size
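Measured: ADP formation by purified Mm-CPN. Conditions: 25 nM protein, 10 uM ATP, Tris pH 7.4 with Mg2+, K+ and DTT, 37°C for 30 min. Detection: Transcreener HTRF after 30 min at room temperature.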
Numbers without * were called inactive; i = inactive; u = inconclusive; x = no result given; [ ] = dose if it differs, or a comment. Unless noted, calls follow the shape of the dose curve; as a rule, active = well fitted curve in the direction sought with a large enough effect; inconclusive = small, poorly fitted or top-dose-only effect, or another doubt; inactive = no such curve, though single readings can be large; an effect the other way counts as inactive or inconclusive. A portion of the library (hit frequency here may not be typical).

The opening 2 entries, ahead of the listing:
Structure	PTHR1 ag	Akt phos inh	EPAC2 antagonist	DRD3 antagonist	D3 ag	CCT chaperon mod	EPAC2 agonist	Mm-Cpn inhibitor
COc1cccc(CN2CCNC(=O)C2CC(=O)N(C)CCc2ccccn2)c1 (configuration not stated)	-9%	i	8%	9	4	0.2	9%	2%
CC(=O)N1CCC(C(=O)NC2CC(C)(C)Cc3c2cnn3-c2ccc(F)cc2)CC1 (configuration not stated)	i	i	-2%	10	3	0.0	2%	0%

Results (from the top)
Structure	PTHR1 ag	Akt phos inh	EPAC2 antagonist	DRD3 antagonist	D3 ag	CCT chaperon mod	EPAC2 agonist	Mm-Cpn inhibitor
COc1cccc(CN2CCNC(=O)C2CC(=O)N(C)CCc2ccccn2)c1 (configuration not stated)	-9%	i	8%	9	4	0.2	9%	2%
CC(=O)N1CCC(C(=O)NC2CC(C)(C)Cc3c2cnn3-c2ccc(F)cc2)CC1 (configuration not stated)	i	i	-2%	10	3	0.0	2%	0%
CN(CC(=O)Nc1ccccc1Cl)C(=O)c1ccc(-c2cccc(C(F)(F)F)c2)o1	-51%[inhibitor]	i	u	19	1	-0.1	-6%	-2%
Cc1c(C)c2ccc(OCC(=O)NC(Cc3ccc(Cl)cc3)C(=O)O)cc2oc1=O (configuration not stated)	-13%	i	-12%	-7	1	-1.9	5%	-6%
O=C(c1ccc2c(Cl)c3c(nc2c1)CCCC3)N1CCC(N2CCCCC2)CC1	-13%	i	5%	16	1	2.2	-6%	-1%
COC(=O)[C@H]1C[C@@]2(O)CN(S(=O)(=O)c3ccc(C)cc3)C[C@@]2(OC(=O)NCC2CCCCC2)C[C@H]1C(=O)OC	-24%	i	6%	13	1	0.2	-3%	x
C/C(Cl)=C\Cn1c(N2CCCCCC2)nc2c1c(=O)n(C)c(=O)n2C	-10%[57.5 µM]	i	0%	17	-3	-2.7	5%	1%
Cc1ccc(NC(=O)c2cc3ccccc3o2)cc1Cl	-32%[inhibitor]	i	-3%	7	-9	-1.3	16%	-10%
Cc1sc2ncnc(SCC(=O)Nc3nc(-c4ccc(F)c(F)c4)cs3)c2c1C	i	i	-6%	-2	1	-2.0	-1%	-12%
COc1cccc(N2CCN(C(=O)CN(c3cc(C)cc(C)c3)S(=O)(=O)c3c(C)noc3C)CC2)c1	i	x	-4%	-5	-2	1.7	8%	0%
O=C(COC(=O)c1cc(S(=O)(=O)N2CCOCC2)ccc1Cl)c1ccc[nH]1	-20%	i	20%	-20	-2	-0.1	12%	x
COc1ccc(/C=C/C(=O)Nc2cc(C)nn2-c2nc3ccccc3[nH]2)cc1	u	i	-15%	11	-3	2.3	-8%	-3%
O=C1CC(Sc2cccs2)C(=O)N1c1ccccc1 (configuration not stated)	-5%	i	6%	-3	17	-0.3	-2%	-9%
CN1CCN(C(=O)c2cc3c(C(F)(F)F)nn(C)c3s2)CC1	i	i	-6%	0	3	-2.5	5%	2%
Cc1ccc(C(=O)N/N=C\c2cc(Br)c(Br)o2)cn1	-22%	i	-1%	-11	5	0.4	10%	1%
Cc1ccc(-c2nn(-c3ccccc3)cc2/C=C2\SC(=S)N(CC(=O)O)C2=O)cc1	-29%	i	-2%	-18	-8	-2.2	5%	1%
COc1ccc2cc1Oc1ccc(cc1)C[C@H]1c3cc(c(OC)cc3CCN1C)Oc1c(O)c(OC)cc3c1[C@H](C2)N(C)CC3	-3%	i	-6%	-19	-22	1.5	4%	0%
COc1ccc(NC(=S)NC(NC(=O)c2cccc3ccccc23)C(Cl)(Cl)Cl)c([N+](=O)[O-])c1 (configuration not stated)	13%[57.5 µM]	i	0%	-8	-6	-3.5	12%	-3%
Cc1ccccc1NC1=C(Cl)C(=O)OC1NC(=O)c1ccccc1 (configuration not stated)	-9%[57.5 µM]	i	-3%	2	5	-1.8	9%	-3%
CC(C)c1cc(NC(=O)c2ccccc2)cc(C(C)C)c1O	-9%	i	-7%	-7	5	0.2	10%	1%
Cc1cnc(C(=O)Nc2cc(F)ccc2C)cn1	7%	i	-23%	-5	-1	0.6	7%	2%
CC(C)C(NC(=O)/C(=C\c1ccco1)NC(=O)c1ccco1)C(=O)O (configuration not stated)	-23%	i	15%	9	7	-0.9	5%	1%
C/C(=N\NC(=S)Nc1ccc(C)cc1)c1cccc(N)c1	i	i	-3%	-14	0	1.1	0%	0%
COc1ccc(N(C(C)C(=O)N/N=C/c2ccc(OCC(C)C)cc2)S(C)(=O)=O)cc1 (configuration not stated)	i	i	-17%	-1	6	-2.3	-3%	1%
CCOc1ccc(-n2cc(C(=O)Nc3ccc(Cl)cn3)c3cc(OC)c(OC)cc3c2=O)cc1	-1%[57.5 µM]	i	7%	10	0	-2.4	-3%	-6%

Other entries follow:
| canonical_smiles | PTHR1 ag | Akt phos inh | EPAC2 antagonist | DRD3 antagonist | D3 ag | CCT chaperon mod | EPAC2 agonist | Mm-Cpn inhibitor |
| --- | --- | --- | --- | --- | --- | --- | --- | --- |
| N#CC(c1ccc([N+](=O)[O-])cc1)C(CC(=O)c1ccccc1)c1ccccc1 (configuration not stated) | i | i | 1% | -24 | -5 | -0.3 | 13% | x |
| CCOC(=O)c1cc2c(nc1N)CC(C)(C)OC2 | -5%[57.5 µM] | i | 23% | 22 | 3 | 1.1 | 9% | -8% |
| Cc1nn2c([nH]c(=O)c3ccccc32)c1C=O | i | i | -2% | -16 | -34 | -0.9 | 1% | -1% |
| O=C(COc1ccc(S(=O)(=O)NCc2ccccc2)cc1Cl)NCC1CCCO1 (configuration not stated) | -84%[inhibitor] | i | -6% | 9 | -3 | -1.7 | 8% | -20% |
| Cc1csc2ncnc(N3CCN(C(=S)Nc4ccc(F)cc4F)CC3)c12 | -31%[inhibitor] | i | -1% | 19 | 41* | -0.3 | 5% | -25% |
| COc1ccc(N(CC(=O)Nc2cccc(F)c2)S(=O)(=O)c2c(C)[nH]c(=O)[nH]c2=O)cc1 | -20% | i | -8% | 22 | -14 | -0.5 | -5% | 1% |
| C=CCOCCn1[nH]c2ccccc2c1=O | -19% | i | 12% | 3 | 2 | 0.2 | 10% | -1% |
| CCN(CC)c1ccc(/C=N/N2CCN(Cc3ccc(Cl)cc3)CC2)c(O)c1 | -79%[inhibitor] | i | -19% | -10 | -3 | 0.0 | 2% | -2% |
| COc1ccc(/C=C/C(=O)Nc2ccc3nc4n(c(=O)c3c2)CCCC4)cc1OC | -10% | i | 8% | -11 | 0 | 0.0 | -7% | -4% |
| COc1ccc(C(=O)c2no[n+]([O-])c2C(=O)c2ccc(OC)cc2)cc1 | -21% | i | 1% | -9 | -6 | 0.2 | 8% | -1% |
| O=C(Cc1ccc(Br)cc1)Nc1ccc2[nH]ncc2c1 | 21% | i | 0% | -18 | -5 | -7.2 | 0% | -6% |
| COc1ccc(CCN(C)C(=O)CN2C(=O)NC3(CCCCC3C)C2=O)cc1OC (configuration not stated) | -31%[inhibitor] | i | 7% | 21 | 2 | -0.5 | 6% | 2% |
| COCCN(C(=O)CNC(=O)c1cccs1)C(C(=O)NC1CCCC1)c1cccs1 (configuration not stated) | -7%[57.5 µM] | i | -2% | 7 | -2 | 0.2 | 3% | -1% |
| CSc1ccccc1NC(=O)CN(C)C(=O)c1c(C)nn(Cc2ccccc2)c1C | -4% | i | 1% | -10 | 4 | 0.9 | -5% | 3% |
| O=C(CN1C(=O)c2cccc3cccc1c23)NC1CCCCC1 | i | i | 5% | 5 | 1 | 0.5 | -4% | -1% |
| NC(=O)Cn1c(=O)n(CCc2ccccc2)c(=O)c2c3c(sc21)CCCC3 | i | i | -3% | 18 | -3 | -0.8 | 4% | 1% |
| CCOC(=O)CSc1nc(N)cc(=O)[nH]1 | i | i | 10% | 11 | -1 | -0.3 | -1% | -1% |
| COc1ccccc1N1CCN(C(=O)COc2ccc(C)cc2Br)CC1 | -20% | i | -11% | 9 | 1 | 1.0 | 2% | -1% |
| COC(=O)/C(=C/Nc1ccccc1)[N+](=O)[O-] | i | i | 8% | -13 | 4 | -1.8 | 5% | 2% |
| COCCN(CC1CCCN(C2Cc3ccccc3C2)C1)C(=O)CCSC (configuration not stated) | -6% | i | -2% | 3 | -12 | 1.7 | -4% | 0% |
| COc1ccc(CNC2CCCCC2C)c(OC)c1 (configuration not stated) | -19%[57.5 µM] | i | 1% | -2 | -5 | 2.3 | -9% | 0% |
| CN(C)CC(C(=O)c1ccccc1)c1ccccc1 (configuration not stated) | -28% | i | 16% | -51* | -22 | -1.8 | -1% | 0% |
| COC(=O)CCCCCCCCC(O)CN(C)C (configuration not stated) | i | i | 5% | 6 | 11 | -0.2 | 7% | 0% |
| CCCn1c2ccccc2c2cnn(CC(=O)NC3CCCC(C)C3C)c(=O)c21 (configuration not stated) | i | i | -1% | 2 | 0 | 0.8 | 7% | -6% |
| Cc1ccc(C)c(OCc2nnc(NC(=O)c3ccc4c(c3)OCO4)s2)c1 | i | i | 3% | 12 | 2 | 0.3 | -7% | -3% |
| c1cc2c(cc1Cn1cnnn1)OCO2 | i | i | 2% | -57* | -7 | 1.7 | -1% | 1% |
| O=C(Cc1cccs1)NCc1cc(Cl)cc(Cl)c1 | i | i | 1% | 0 | -4 | 0.5 | 12% | 1% |
| COc1ccc(CSc2ccc(S(=O)(=O)N3CCCC3)cn2)cc1F | -7% | i | 8% | 10 | -2 | -0.1 | 17% | x |
